# TLR4 MyD88 comp – inhibitors of TLR4-MyD88 association in cells, primary screen, cell-based, HeLa CL3-4, BLA complementation, FRET ratio; 200,000 tested, 0.18% active; inhibition, % at 8.4 µM; Toll-like receptor 4 (Homo sapiens) + Myeloid differentiation primary response protein …; HeLa CL3-4 TLR4/MyD88 BLA complementation; in the data active = inhibition above about 25%;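 note: 0% = vehicle and 100% = reference inhibitor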
# PMI act – activators of human PMI, primary screen, biochemical, fluorescence intensity, near-Km mannose 6-phosphate; purified human PMI, coupled resazurin fluorescence, 20 min; active compounds read high; 1 = vehicle control, 0 substrate-free wells; activation factor at 20 µM; 190,000 tested, 0.005% active; AID 1214, 2008;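 active = activation factor of 2 or more at 20 µM, relative to plate controls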
# Target sequence (P34949 whole entry, looked up): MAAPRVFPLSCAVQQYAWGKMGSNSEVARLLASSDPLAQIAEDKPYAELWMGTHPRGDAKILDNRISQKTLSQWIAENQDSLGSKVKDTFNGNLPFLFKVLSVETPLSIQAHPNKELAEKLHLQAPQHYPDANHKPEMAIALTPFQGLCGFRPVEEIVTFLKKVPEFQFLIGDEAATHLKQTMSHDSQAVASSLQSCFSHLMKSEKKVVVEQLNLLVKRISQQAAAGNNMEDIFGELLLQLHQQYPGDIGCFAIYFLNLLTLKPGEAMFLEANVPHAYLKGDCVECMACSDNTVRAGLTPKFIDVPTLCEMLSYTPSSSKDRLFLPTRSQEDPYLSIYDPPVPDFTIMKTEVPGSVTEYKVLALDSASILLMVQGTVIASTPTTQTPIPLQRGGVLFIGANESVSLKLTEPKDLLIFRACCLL
# Diaph act CS – compounds boosting diaphorase resazurin reduction – biochemical, uHTS, resorufin fluorescence, counter-screen for diaphorase-coupled primary assays, primary screen | Diaphorase/resazurin coupled assay, 16 min; active compounds read high; 1 = vehicle wells, 0 = NADH-free wells | activation factor at 20 µM | 190,000 tested, 0.005% active | AID 1229, 2008;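 active = diaphorase activity raised at least twofold by the compound at 20 µM; inactive = activation factor below 2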
#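 Material: purified diaphorase enzyme from Clostridium kluyveri / Medium: HEPES pH 7.4 buffer with MgCl2 and Tween 20 / Schedule: enzyme reaction of 16 min at room temperature / Measured by: resorufin fluorescence, excitation 544 nm, emission 590 nm / Evaluation: rise in resorufin formation, marking diaphorase activation or chemical reduction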
# L major viab – Leishmania major promastigote growth inhibition, primary screen. AID 1063, 2008. 200,000 tested, 9% active. inhibition, % at 10 µM. Leishmania major promastigotes, resazurin fluorescence viability;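 note: promastigotes grown with compound for 44 hours at 28 °C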
# S1P3 antagonist – S1P3 receptor antagonists, primary screen, cell-based | inhibition, % at 4.98 µM | CHO S1P3 NFAT-BLA reporter, FRET fluorescence, antagonist mode | AID 485, 2006 | Sphingosine 1-phosphate receptor 3 (Homo sapiens), Q99500 | 170,000 tested, 0.27% active;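 active = inhibition above the plate cutoff, the mean inhibition of test wells on that plate plus 3 SD, cut at about 28% in these data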;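 note: cells challenged with S1P at its EC80 of 0.8 µM; blue over green emission ratio from cleaved BLA substrate after 4 h stimulation; 0% = S1P-stimulated wells and 100% = unstimulated DMSO-only wells; some compounds past the cut are filed as inactive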
# Target sequence (Q99500 whole entry, looked up): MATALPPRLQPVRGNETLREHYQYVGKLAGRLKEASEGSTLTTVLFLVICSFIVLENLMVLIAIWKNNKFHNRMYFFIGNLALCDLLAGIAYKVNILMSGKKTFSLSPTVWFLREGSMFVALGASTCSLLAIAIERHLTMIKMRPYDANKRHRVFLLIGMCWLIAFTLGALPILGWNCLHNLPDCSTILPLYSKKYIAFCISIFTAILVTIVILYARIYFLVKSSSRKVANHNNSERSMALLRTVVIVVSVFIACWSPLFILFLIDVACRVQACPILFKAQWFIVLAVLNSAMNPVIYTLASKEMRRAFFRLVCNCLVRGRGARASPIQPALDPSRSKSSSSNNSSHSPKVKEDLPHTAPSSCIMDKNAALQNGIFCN
# DTT redox prof – compounds producing H2O2 with reducing agent – biochemical, NIH compound library profiling, artefact control for MLSCN library redox annotation, primary screen; DTT-dependent redox cycling H2O2, phenol red/HRP absorbance; 100% = 100 µM peroxide control, 0% = buffer; activation, % at 10 µM; 200,000 tested, 0.03% active; AID 878, 2007;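 active = activation of at least 50% relative to the plate's high and low controls in the primary single-dose screen; inactive = activation below 50%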;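 note: compound incubated with DTT at 0.8 mM final as the reducing agent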
# Diaphorase inh – diaphorase inhibitors and chemical oxidizers, primary screen, counter-screen for diaphorase-coupled primary assays, biochemical, uHTS, resorufin fluorescence. inhibition, % at 20 µM. diaphorase resazurin-to-resorufin fluorescence, NADH, 16 min; bacterial (C. kluyveri) enzyme, not human. 190,000 tested, 0.69% active;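 active = primary screen inhibition at 20 µM above a set limit, cut at about 50% in these data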;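 note: plate controls were DMSO with full reaction for no effect and wells lacking NADH for full effect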
#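 System: Diaphorase enzyme from Clostridium kluyveri | Amount: Enzyme working solution with 0.14 U/mL diaphorase | Benchmarks: No-NADH positive control and DMSO neutral control | Signal: Fluorescence of resorufin formed from resazurin, Ex 544/Em 590 nm | Schedule: 16-min room-temperature incubation before reading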
# PMI act hi M6P – human PMI activators, high substrate, primary screen, biochemical, fluorescence intensity, near-saturating mannose 6-phosphate; Mannose-6-phosphate isomerase (Homo sapiens), P34949; coupled PMI enzyme assay, resazurin fluorescence, 20 min; active compounds read high; 1 = untreated enzyme, 0 = substrate-free blank; activation factor at 20 µM; 190,000 tested, 0.34% active;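 active = activation factor of 2 or more at 20 µM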
#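 assay system = human phosphomannose isomerase with PGI, G6PDH, diaphorase coupling enzymes | quantity = 15 ng/mL PMI | incubation = enzyme reaction with compound 20 min at room temperature | medium = HEPES pH 7.4 buffer with MgCl2 and Tween-20 | compound dosing = one concentration, 20 µM, in 1% DMSO | measured by = Diaphorase-driven resazurin-to-resorufin fluorescence, excitation 544, emission 590 nm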
# G6PDH CS – L. mesenteroides G6PDH inhibitors, counter-screen for G6PDH-coupled screening assays, biochemical, Leuconostoc mesenteroides enzyme | glucose-6-phosphate dehydrogenase [Leuconostoc mesenteroides] | inhibition, % at 5 µM | Purified L. mesenteroides G6PDH, diaphorase/resazurin coupled fluorescence, 45 min | 200,000 tested, 0.12% active
# Hsp70 activator – Hsp70 transcriptional activators, primary screen, cell-based, HeLa, Hsp70 promoter luciferase, luminescence, 10 µM. HeLa Hsp70 promoter luciferase reporter; scaled: vehicle 0, proteasome-inhibitor control 100%. AID 1203, 2008. 200,000 tested, 0.04% active. activation, % at 10 µM;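 active = activation above the mean across all tested compounds plus 3 SD, cutoff set per campaign, cut at about 5.5% in these data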;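 note: 100% = MG132 at 30 µM as the positive control and 0% = DMSO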
# RAM network inh – inhibitors of the yeast RAM network, primary screen, dse1pr::URA3 reporter, 5-FOA selection; S. cerevisiae dse1pr::URA3 reporter, 5-FOA growth OD615, 2 d; analog-sensitive cbk1-as2 kinase mutant strain; inhibition, % at 50 µM; 190,000 tested, 1.8% active; AID 868, 2007;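 active = inhibition above a set limit, 3 SD over mean compound inhibition, cut at about 8.4% in these data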;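 note: 0% = DMSO-only wells with no growth and 100% = 10 µM 1-NA-PP1 full growth; inhibition rescues growth on 5-FOA so higher OD means more RAM inhibition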
# An asterisk follows results filed as active; nt = not tested or not shown. Cut-off read from the data, not from the text of the source, unless noted: active = inhibition above about 50%; inactive = the rest.
SMILES,TLR4 MyD88 comp,PMI act,Diaph act CS,L major viab,S1P3 antagonist,DTT redox prof,Diaphorase inh,PMI act hi M6P,G6PDH CS,Hsp70 activator,RAM network inh
COc1cc2c(cc1OC)C(NC(=O)C(F)(F)F)CNC2=O (stereo unspecified),-13,1.2,0.9,-2,-9,-1.3,12,1,0,0.1,0.2
Cc1cc(NC(=O)CCCn2nc([N+](=O)[O-])cc2C)no1,4,1,1,-1,-7,-1.3,4,1,-2,-0.2,0.1
CCC(C)N1C(=O)c2ccccc2C1C(=O)NC1CCCCCC1 (stereo unspecified),-5,1,1,-2,12,1.1,2,1,2,-0.1,1.5
CC(=O)Nc1nnc(S(N)(=O)=O)s1,13,1,1,-9,3,-1.0,4,1,10,0.1,0.8
Cc1cnc(C(=O)Nc2ccccc2-c2nnn(CC(=O)NC3CCCC3)n2)cn1,-15,1,1.1,0,2,-0.2,-5,1,4,-0.4,2.3
O=C(CSc1nn(-c2ccc(F)cc2)c(=S)s1)NCC1CCCO1 (stereo unspecified),1,1.1,1,6,-5,0.1,-2,1.1,3,0.0,1.9
COc1c(Br)cc2c(C)c(C(=O)N3CCOCC3)oc2c1Br,-3,1,0.8,-2,8,-0.3,17,1.1,4,0.1,14*
Nc1cc([N+](=O)[O-])ccc1O,-22,0.8,0.9,98*,-6,-0.3,8,0.8,-4,0.0,-0.1
CC(NC(=O)CN1CCc2ccccc21)c1ccccc1 (stereo unspecified),-7,1.3,0.8,5,-3,0.2,17,1.3,4,-0.3,2.7
CN(C)S(=O)(=O)c1ccc2oc(SCC(N)=O)nc2c1,-21,1,1,-2,nt,0.0,3,1,2,-0.2,1.5
O=C(NN=C1CCCC1)c1ccc([N+](=O)[O-])cc1,8,1.2,0.9,-12,-1,0.1,9,1,-4,0.2,0.5
COCCNC(=S)Nc1ccc2nsnc2c1,-10,0.9,0.5,35,-21,0.3,53*,1.1,35,-0.3,1.3
COc1ccccc1COC(=O)Nc1c(C)nn(C)c1Cl,0,1,0.9,-7,nt,-3.7,6,1,11,0.0,2.0
COc1ccc(NC(=O)c2cncc(Br)c2)cc1S(=O)(=O)N1CCCCC1,5,1,0.9,73*,7,-0.8,13,1,8,-0.6,0.3
O=C(Nc1ccc(Cl)cc1)[C@@H]1[C@@H]2C(=O)N(c3ccc4ccccc4c3)C(=O)[C@@H]2[C@H]2C=CC=NN21,8,1.5,0.6,1,nt,0.7,40,2*,0,-0.3,3.7
O=C(COc1ccc(Cl)cc1)NCc1nnc(SCC(=O)Nc2ccccc2F)o1,11,1,0.9,6,-12,0.0,15,1,11,0.1,2.7
C=CCSc1nnc(-c2c[nH]c3ccccc23)n1CCOC,4,1.1,0.9,-4,42,2.4,7,1.1,0,0.7,-0.1
CC1CC(=O)Nc2ccccc2N1S(=O)(=O)c1cccc(Cl)c1 (stereo unspecified),-4,1,0.9,-5,-3,-0.6,11,1,-4,-0.4,0.4
CC1C(c2ccccc2)N(C)C(c2ccccc2)C(C)C1(O)C#Cc1ccccc1 (stereo unspecified),-3,1,0.9,69*,4,-0.1,8,1.1,10,-0.4,1.0
O=C(CN1CCCN(Cc2ccc(F)cc2Cl)C1=O)NC1CCCCCCC1,-11,1,0.8,23,nt,2.0,16,1.1,2,-0.1,0.4
CCCOc1cccc(C2/C(=C(/O)c3ccccc3)C(=O)C(=O)N2CCN(C)C)c1 (stereo unspecified),0,1.1,0.8,1,nt,0.1,19,1.1,2,-0.3,-0.2
O=C(Cn1cc(C(=O)c2ccco2)c2ccccc21)NC1CC1,-2,1,0.9,1,-4,-0.7,9,1.1,11,-0.2,1.1
COc1ccc2c(CC(=O)N(C)CC3COc4ccccc4O3)coc2c1 (stereo unspecified),3,0.9,0.9,1,-7,1.7,13,1,4,-0.3,1.5
C=CCc1cccc(CNc2nc3ccccc3n2CCN2CCOCC2)c1O,-18,0.8,0.7,-2,13,-0.7,25,0.9,-8,-0.1,0.5
COc1cccc(Cn2nc(C(=O)O)c3ccccc3c2=O)c1,9,1.1,0.9,1,-18,-0.4,7,0.9,2,-0.3,7.6
Cc1ccc([N+](=O)[O-])cc1N/C=C1\CCc2ccccc2C1=O,-7,0.2,0.4,-2,nt,3.9,58*,0.3,32,-0.2,3.5
Cc1c(C(=O)N2CCCC2)sc(NC(=O)c2ccccc2)c1C#N,2,1.1,0.9,-16,nt,2.2,13,1,-3,0.0,-0.1
CCC(=O)N1N=C(c2cccc(NS(C)(=O)=O)c2)CC1c1cccs1 (stereo unspecified),-22,1,0.9,-5,9,-0.3,6,1.1,18,-0.5,2.9
Cn1c(SCc2cccc(F)c2)nnc1-c1ccccn1,3,1,0.9,-1,-21,1.8,6,1,-2,0.2,0.8
O=C(O)c1cc(-c2ccncc2)nc2ccc(S(=O)(=O)N3CCOCC3)cc12,-3,1.1,1,-5,nt,0.9,4,1.1,0,-0.2,0.8
Cc1ccc(NC(=O)c2sccc2-n2cccc2)c(C)c1,12,0.8,1,7,nt,0.3,0,0.9,7,0.0,0.7
Cc1cc(/C=N/NC(=O)Cn2c3ccccc3c(=O)c3ccccc32)c(C)n1-c1ccccc1,-9,1,0.8,10,nt,1.0,17,0.9,3,-0.4,2.1
CCOc1ccc(NC(=O)CC2NCCNC2=O)cc1 (stereo unspecified),5,0.9,0.9,-6,-38,0.8,6,0.9,-8,-0.1,0.4
O=C(CSc1ccccc1)N1CCc2ccccc21,-7,1,0.9,-3,nt,-0.1,8,1,-5,-0.1,0.7
CCSC1=NCCN1C(=O)c1ccc(S(=O)(=O)N(CC)CC)cc1,6,1.1,1,3,-1,-0.5,3,1,5,0.0,1.3
CCn1c(SCc2cccc(F)c2)nc2c(c1=O)SCC2,3,1.1,0.9,8,-6,0.0,11,1,4,-0.5,0.3
COCCNC(=O)C(C(=O)c1ccc(F)cc1)n1cc(C)ccc1=O (stereo unspecified),-1,0.9,0.9,-4,-13,-0.4,6,0.8,8,0.0,0.1
CC(=O)Nc1ccn(Cc2c(F)cccc2Cl)n1,-14,0.9,0.9,-4,19,-2.3,6,1,3,0.4,0.1
COc1cccc(C(=O)Nc2cccc3c2ccc2cccn23)c1,-8,1.1,0.8,13,-22,-0.9,18,1,7,0.0,1.7
O=C(CN1C(=O)CCC1=O)Nc1nc2c(F)cc(F)cc2s1,4,nt,nt,-8,-8,-1.0,nt,nt,nt,0.3,nt

# Some of the entries so far, with tabs:
SMILES	TLR4 MyD88 comp	PMI act	Diaph act CS	L major viab	S1P3 antagonist	DTT redox prof	Diaphorase inh	PMI act hi M6P	G6PDH CS	Hsp70 activator	RAM network inh
COCCNC(=O)C(C(=O)c1ccc(F)cc1)n1cc(C)ccc1=O (stereo unspecified)	-1	0.9	0.9	-4	-13	-0.4	6	0.8	8	0.0	0.1
CC(=O)Nc1ccn(Cc2c(F)cccc2Cl)n1	-14	0.9	0.9	-4	19	-2.3	6	1	3	0.4	0.1

# Continued:
SMILES,TLR4 MyD88 comp,PMI act,Diaph act CS,L major viab,S1P3 antagonist,DTT redox prof,Diaphorase inh,PMI act hi M6P,G6PDH CS,Hsp70 activator,RAM network inh
c1ccc2c3c(cc(N4CCOCC4)c2c1)OC1(N2CCOCC2)CCCCC1O3 (stereo unspecified),3,0.7,0.7,4,-16,1.3,25,0.4,50*,0.2,0.4
Cc1ccc(C2NCCS2)cc1 (stereo unspecified),-4,1.5,1,0,-18,-1.1,4,1.3,7,0.2,-0.8
O=C(CNC(c1ccccc1)c1ccccc1)Nc1ccccc1-c1ccccc1,-1,0.9,0.9,10,2,3.2,12,1,-17,-0.3,0.0
CCOC(=O)CC1C(=O)NCCN1C(=S)Nc1ccccc1 (stereo unspecified),8,0.9,0.8,57*,4,0.1,15,0.8,12,-0.4,2.0
COc1ccc(-c2nc3n(n2)C(c2ccncc2)C(C(N)=O)=C(C)N3)cc1 (stereo unspecified),-6,1,1,-3,-32,1.3,2,1,4,0.1,1.8
C=CCc1c(C)nc(C)nc1N/N=C/c1ccccc1,2,1.1,1.1,5,nt,-0.2,-8,1.1,5,0.2,2.7
CCOC(=O)N1CCN(C(=O)CCCCCn2c(=S)[nH]c3ccsc3c2=O)CC1,8,1.1,0.6,-5,-11,-1.1,43,1,6,-0.3,4.7
O=C1c2ccccc2NC2(CCCC2)N1NS(=O)(=O)c1ccccc1,5,1,0.9,2,-15,-1.1,11,0.9,6,-0.1,2.7
Cc1ccccc1Cn1ccc(NC(=O)c2cnn3c2NC(c2ccccc2)CC3C(F)(F)F)n1 (stereo unspecified),6,0.8,0.8,11,nt,0.1,22,0.9,0,-0.2,0.5
CCOC(=O)c1ccc(N2C(=O)CC(N3CCOCC3)C2=O)cc1 (stereo unspecified),-10,1,0.9,-6,-49,1.6,8,1,4,-0.6,1.2
COc1ccc(-c2csc(Nc3ncccc3C)n2)cc1OC,-10,0.9,0.8,31,nt,-0.3,16,0.9,4,0.2,0.1
C=CCn1sc(=N)c(C#N)c1N,9,1,0.9,-7,-1,-1.1,10,1,-22,-0.2,1.5
CCCCOC(=O)c1c(C)oc2ccc(NS(=O)(=O)c3ccc4c5c(cccc35)C(=O)N4)cc12,-7,0.8,0.5,1,nt,0.0,46,0.8,3,-0.4,4.1

# Entries listed above that bear a hit mark in PMI act hi M6P.
Molecule	TLR4 MyD88 comp	PMI act	S1P3 antagonist	DTT redox prof	PMI act hi M6P	Hsp70 activator	RAM network inh
O=C(Nc1ccc(Cl)cc1)[C@@H]1[C@@H]2C(=O)N(c3ccc4ccccc4c3)C(=O)[C@@H]2[C@H]2C=CC=NN21	8	1.5	nt	0.7	2*	-0.3	3.7
